Screening results: PubChem BioAssay, National Center for Advancing Translational Sciences (NCATS)
TrxR1 substrate = rat thioredoxin reductase 1 substrate activity. purified TrxR1 substrate turnover, NADPH consumption readout. Potency, µM (doses to about 114 µM), for inactives: at the highest dose activity change, negative = substrate turnover. O89049. 390,000 compounds, 0.01% hits; also: potency is read from the fitted curve at half-maximal effect; % is scaled to controls: 0 for no effect and ±100 for the full control effect; nearly all actives have a fitted effect of over 50% in size
Target sequence (O89049 whole entry, looked up): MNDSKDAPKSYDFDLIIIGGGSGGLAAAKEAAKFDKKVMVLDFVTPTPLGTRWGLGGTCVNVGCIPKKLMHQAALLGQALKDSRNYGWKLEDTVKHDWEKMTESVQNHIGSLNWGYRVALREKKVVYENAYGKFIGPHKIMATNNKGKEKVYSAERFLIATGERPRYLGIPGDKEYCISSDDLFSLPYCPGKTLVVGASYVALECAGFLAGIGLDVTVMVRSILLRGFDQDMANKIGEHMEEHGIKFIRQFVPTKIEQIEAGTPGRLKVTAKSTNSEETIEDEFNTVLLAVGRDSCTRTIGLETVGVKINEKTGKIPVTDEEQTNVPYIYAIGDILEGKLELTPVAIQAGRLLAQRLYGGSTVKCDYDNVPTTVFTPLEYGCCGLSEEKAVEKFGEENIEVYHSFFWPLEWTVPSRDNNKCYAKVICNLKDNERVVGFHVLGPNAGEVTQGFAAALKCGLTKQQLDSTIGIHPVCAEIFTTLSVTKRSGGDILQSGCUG
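Rat TrxR1, dispensed at 90 nM, was prereduced with 400 uM NADPH (final) for 5 min at ~22 deg C, then incubated with compound 15 min before 400 uM selenite. A first-read NADPH fluorescence drop versus no-compound background flagged substrates.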
GRP78 ERSR act = induces the endoplasmic reticulum stress response in human glioma cells. U87-MG GRP78 promoter luciferase reporter, 16 h. Potency, µM, for the others: top-dose activation, usual class: activators. 420,000 compounds, 0.02% hits. AID 602332; also: potency is read from the fitted curve at half-maximal effect; series mostly up to about 76 µM; % of control where 0% means no effect; nearly all actives have a fitted effect of over 35% in size
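Stably transfected U87-MG human glioma cells carrying a GRP78-based luminescent sensor were seeded at 1000 cells/well, pin-dosed with compounds and incubated 16 h. Luciferase reagent was then added, and end-point luminescence was read after 10 min at room temperature.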
RGS4 inhibitor = blocks human RGS4-accelerated GTP hydrolysis; 390,000 compounds, 0.039% hits; P49798; Potency, µM (series often up to 114 µM), without a hit: at the top dose activity change, negative = inhibition, actives largely listed as inhibitors; Transcreener GDP fluorescence polarization, RGS4-accelerated GTP hydrolysis; AID 504845; also: potency is read from the fitted curve at half-maximal effect; % is scaled to controls: 0 for no effect and ±100 for the full control effect; nearly all actives have a fitted effect of over 75% in size; some results filed as inactive show a strong effect at the top dose
Target sequence (P49798 whole entry, looked up): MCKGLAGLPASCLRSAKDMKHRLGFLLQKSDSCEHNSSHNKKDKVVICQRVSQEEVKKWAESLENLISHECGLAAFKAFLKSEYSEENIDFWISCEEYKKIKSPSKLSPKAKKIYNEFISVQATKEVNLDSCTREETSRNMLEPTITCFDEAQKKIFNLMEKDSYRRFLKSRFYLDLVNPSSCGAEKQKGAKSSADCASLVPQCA
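MLSMR compounds (23 nl, pin-transferred) preincubated 10 min at room temperature with a 500nM (2x) first reagent, then RGS4 at 900nM (2x) plus Transcreener GDP mix added; fluorescence polarization (620/688 nm) read before and after 90 min at 30 °C.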
USP1-UAF1 inh = inhibitors of human USP1/UAF1 deubiquitinase; Potency, µM (top dose mostly 57.1 µM), inactives show at the highest dose activity change, negative = inhibition, most hits filed as inhibitors; O94782; 390,000 compounds, 0.23% hits; recombinant USP1/UAF1, Ub-Rhodamine cleavage fluorescence; also: potency is read from the fitted curve at half-maximal effect; % is scaled to controls: 0 for no effect and ±100 for the full control effect; nearly all actives have a fitted effect of over 60% in size; inactives centre near -12
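USP1/UAF1 complex at 1 nM was preincubated with compound for 15 min at room temperature, then Ub-Rho substrate (150nM final) was added. Fluorescence (480/540 nm) was read kinetically, 6 reads every 60 seconds.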
Vif-APOBEC3F blk = inhibitors of Vif-A3F interaction; HeLa A3F-eYFP + Vif (tagged APOBEC3F with the HIV-1 protein that degrades it), YFP fluorescence increase; Potency, µM (titrated, usually from 46.1 µM), for the others: top-dose activity, negative = active; 390,000 compounds, 0.2% hits; AID 602313; also: potency is read from the fitted curve at half-maximal effect; % of control where 0% means no effect; nearly all actives have a fitted effect of over 65% in size
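HeLa cells stably expressing Vif plus C-terminally eYFP-tagged A3F were seeded, incubated overnight at 37 deg C, dosed with compound, incubated overnight again at 37 deg C. Yellow fluorescence (Ex 488/Em 500-530) reported blocked Vif-mediated A3F-eYFP degradation.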
mIDH1 inhibitor = inhibitors of human mutant IDH1 R132H. IDH1-R132H enzyme, NADPH consumption, diaphorase/resazurin fluorescence. Potency, µM (doses to about 76.6 µM), for inactives: top-dose activity change, negative = inhibition, most hits filed as inhibitors. 390,000 compounds, 0.093% hits. O75874; also: potency is read from the fitted curve at half-maximal effect; % is scaled to controls: 0 for no effect and ±100 for the full control effect; nearly all actives have a fitted effect of over 65% in size
Target sequence (O75874 whole entry R132H, stated change not applied): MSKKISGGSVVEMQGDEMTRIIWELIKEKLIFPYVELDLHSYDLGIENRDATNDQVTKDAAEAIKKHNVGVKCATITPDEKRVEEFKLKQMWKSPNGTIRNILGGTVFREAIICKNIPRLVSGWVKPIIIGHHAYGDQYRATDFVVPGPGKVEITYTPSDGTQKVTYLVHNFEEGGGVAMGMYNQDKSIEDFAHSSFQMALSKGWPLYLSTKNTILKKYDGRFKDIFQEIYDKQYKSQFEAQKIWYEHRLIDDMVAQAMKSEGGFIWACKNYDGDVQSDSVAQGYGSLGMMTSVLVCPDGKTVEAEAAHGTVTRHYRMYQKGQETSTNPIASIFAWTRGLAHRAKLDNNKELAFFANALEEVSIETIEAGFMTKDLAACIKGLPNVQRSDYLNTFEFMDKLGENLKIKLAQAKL
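IDH1-R132H (0.5 ug/mL dispensed) in pH 7.5 Tris buffer was preincubated 30 min with compound, then given a substrate mix of 0.016 mM NADPH and 2 mM alpha-KG for 80 min at room temperature; remaining NADPH was read by diaphorase/resazurin fluorescence.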
LDHA inh = inhibitors of human lactate dehydrogenase A. P00338. purified LDHA, NADH/diaphorase-resazurin fluorescence; hits give low values. activity change, % (values are at about 110 or 230 µM). 480,000 compounds, 0.15% hits. AID 1347041; in the data active = activity change below about -30%; inconclusive = mostly about -25% to -30%;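 also: plate controls were DMSO wells for no effect and wells without enzyme for full effect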
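LDH5 2 nM; NADH 0.06 mM, pyruvate 0.2 mM; 200 mM Tris pH 7.4, EDTA, Tween-20; 5 min RT. Detection: diaphorase 0.133 mg/mL + resazurin 37 µM, fluorescence ex540/em590 at 0 and 20 min; normalized to enzyme-free and DMSO wells.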
Vif-APOBEC3G blk = inhibitors of Vif-APOBEC3G interaction; HeLa A3G-eYFP + Vif (tagged APOBEC3G with the HIV-1 protein that degrades it), YFP fluorescence, overnight; Potency, µM (top dose mostly 46.1 µM), for the others: at the top dose activity, negative = active, most hits filed as inhibitors; AID 602310; 410,000 compounds, 0.076% hits;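 also: potency is read from the fitted curve at half-maximal effect; % is scaled to controls: 0 for no effect and ±100 for the full control effect; nearly all actives have a fitted effect of over 60% in size; hits raise eYFP signal because A3G escapes Vif-driven loss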
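Read-out is eYFP fluorescence (Ex 488/Em 500-530) from Vif-expressing HeLa A3G-eYFP cells; more signal means A3G escaped Vif-mediated degradation. Cells plated overnight, compound pinned in, incubated overnight at 37 deg C.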
rTrxR1 inhibitor = blocks rat thioredoxin reductase 1; O89049; Potency, µM (top dose mostly 114 µM), for inactives: at the top dose activity change, negative = inhibition, most hits filed as inhibitors; AID 588453; 390,000 compounds, 1% hits; recombinant rTrxR1, NADPH fluorescence consumption, selenite substrate; also: potency is read from the fitted curve at half-maximal effect; % is scaled to controls: 0 for no effect and ±100 for the full control effect; nearly all actives have a fitted effect of over 65% in size
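Rat TrxR1 (90 nM in the dispensed reagent) was pre-reduced with 400 uM NADPH for 5 min at room temperature, then incubated with compound for 15 min. After 400 uM selenite was added, NADPH fluorescence (Ex 340/Em 450 nm) was followed for 8 min.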
* marks the source's active call; other numbers are inactive results; ? = inconclusive; . = not tested or not shown; & = joins results of further samples; [ ] = another dose, or the depositor's remark. Unless noted, calls follow the shape of the dose curve; as a rule, active = well fitted curve in the direction sought with a large enough effect; inconclusive = small, poorly fitted or top-dose-only effect, or another doubt; inactive = no such curve, though single readings can be large; an effect the other way counts as inactive or inconclusive. The list is partial; rates above refer to the full screens.

SMILES | TrxR1 substrate | GRP78 ERSR act | RGS4 inhibitor | USP1-UAF1 inh | Vif-APOBEC3F blk | mIDH1 inhibitor | LDHA inh | Vif-APOBEC3G blk | rTrxR1 inhibitor
CCC(O)(CC)C(=O)N=Nc1c(O)[nH]c2ccccc12 | -16% | -1% | 21% | -13% | 8% | 8% | 1 | 2% | 7%[57.1 µM]
Cc1cc(C)cc(NCC(=O)Nc2c(C)cccc2C)c1 | 10%[0.457 µM] | -5% | -3% | -25% | 0% | 1% | 0 | -4% | 20%
CSc1ncc(Cl)c(C(=O)N(Cc2ccc(N(C)C)cc2)Cc2ccco2)n1 | -11% | -2% | -21% | ? | -11% | 21% | 3 | 3% | -6%
COc1cccc(CN2CCN(c3nc4nonc4nc3NC3CC3)CC2)c1 | -7% | 5% | 1% | -6% | -12% | 4% | 5 | -2% | -4%[57.1 µM]
COc1cccc(C(=O)NCC(c2ccc3c(c2)OCO3)N2CCOCC2)c1 (stereo not given) | 8%[57.1 µM] | -4% | -28% | 3% | 1% | -17% | 0 | 1% | 14%[57.1 µM]
CC1CCN(S(=O)(=O)c2cccc(-c3nnc(-c4cccnc4)o3)c2)CC1 | 5% | -6% | -44%[56.9 µM] | -22% | -8% | 3% | -2 | -1% | 15%
COc1ccc(CC(=O)Nc2ccccc2C(=O)N2CCOCC2)cc1 | -5% | -2% | 7% | -20% | -15% | 3% | -3 | 0% | -4%
CCN(CC)c1ccc(/C=N/NC(=O)c2cc3ccccc3[nH]2)cc1 | 32% | -3% | -31% | -18% | 1% | 25% | 0 | 0% | 15%
COc1cc(CNc2ccc3[nH]c(=O)[nH]c3c2)ccc1OCc1ccccc1F | 0%&-4% | 1%&-2% | -30%&0% | -20%&2% | -16%&5% | 1%&20% | 1&8 | -12%&-5% | -4%&-16%
O=C(Nc1ccc(N2CCOCC2)c(S(=O)(=O)Nc2ccccc2Cl)c1)c1ccc(F)cc1 | 1%[57.1 µM] | -3% | 22% | -7% | -15% | 0% | -10 | -4% | 13%[57.1 µM]
COc1ccc(OC)c(NC(=O)N2CCCC(C(=O)c3ccccc3OC)C2)c1 (stereo not given) | 2% | -1% | 10% | -21% | 0% | -7% | -17 | 7% | 24%
CC(C)OC(=O)c1c(NC(=O)CCn2nnc3ccccc32)sc2c1CCCC2 | -3% | -3% | -22% | -8% | -2% | 4% | 0 | 0% | -21%
COc1ccc(OC)c(NC(=O)Cn2ccc3ccccc3c2=O)c1 | -5% | -2% | -1% | -23% | -8% | -5% | -6 | -4% | -5%
Cc1cc(C)cc(CC(CC(=O)Nc2ccc(Cl)cc2)C(=O)O)c1 (stereo not given) | 1% | 0% | 19% | -15% | -31% | -4% | -2 | 0% | 20%
COc1ccc(OC)c(N/C=C2/CCCCC2=O)c1 | 0% | -3% | -28% | -25% | -9% | 2% | 12 | -1% | -1%
CN=C(Nc1cc(C)nn1CCC#N)c1ccccc1F | 13% | -1% | 34% | -4% | -3% | 19% | -9 | 4% | 22%
CCOC(=O)N1CCN(C(=O)Nc2ccc3oc(C)nc3c2)CC1 | 0% | -1% | ? | -13% | -9% | 4% | 28 | -1% | ?
COc1ccc2oc(C(=O)NCc3ccco3)c(C)c2c1 | 27% | 1% | -7% | -14% | -3% | -2% | -12 | 1% | -32%
Cc1cc(C)cc(NC(=O)N2CCC(C(=O)c3ccc(F)cc3)CC2)c1 | 5%[57.1 µM] | -2% | -14% | -4% | 4% | -4% | -7 | -1% | 14%[57.1 µM]
Cc1cc(-c2nnc(SCC(=O)Nc3c(C)cccc3C)n2N)n[nH]1 | 9% | -4% | -4% | ? | 4% | -10% | 0 | 0% | 30%
CC12COC3(C(=O)Nc4cccnc4)CC1CCC32C (stereo not given) | -10% | -2% | 8% | -6% | 4% | -2% | -4 | -3% | -9%
NC(=O)Cn1c(S(=O)(=O)Cc2ccccc2)nc2ccccc21 | -4% | -9% | -52% | 5% | -6% | 3% | -5 | 3% | -16%
O=C1C2C3C=CC(C3)C2C(=O)N1CNc1ccccn1 (stereo not given) | 4% | -6% | 2% | -23% | -7% | 0% | -8 | 0% | 6%
O=C(CCCn1c(=O)[nH]c2cc(Cl)ccc2c1=O)N1CCN(c2ccc([N+](=O)[O-])cc2)CC1 | 4%[57.1 µM] | 2% | 7% | -11% | 2% | 8% | -2 | -5% | 13%[57.1 µM]
COc1ccc(C2=CC(=O)CC(c3ccc(OC)cc3)C2)cc1 (stereo not given) | -7% | 8% | 44% | -9% | -5% | -10% | -5 | 1% | 11%

Looked up one by one from above:
SMILES | TrxR1 substrate | GRP78 ERSR act | RGS4 inhibitor | USP1-UAF1 inh | Vif-APOBEC3F blk | mIDH1 inhibitor | LDHA inh | Vif-APOBEC3G blk | rTrxR1 inhibitor
Cc1cc(C)cc(NCC(=O)Nc2c(C)cccc2C)c1 | 10%[0.457 µM] | -5% | -3% | -25% | 0% | 1% | 0 | -4% | 20%
COc1ccc(CC(=O)Nc2ccccc2C(=O)N2CCOCC2)cc1 | -5% | -2% | 7% | -20% | -15% | 3% | -3 | 0% | -4%

The list continues.
SMILES | TrxR1 substrate | GRP78 ERSR act | RGS4 inhibitor | USP1-UAF1 inh | Vif-APOBEC3F blk | mIDH1 inhibitor | LDHA inh | Vif-APOBEC3G blk | rTrxR1 inhibitor
COc1cc(OC)nc(Oc2ccc(NC(C)=O)cc2)n1 | 9%[57.1 µM] | -3% | 25% | 1% | -3% | 0% | -1 | 0% | 13%[57.1 µM]
Cn1c(SCC(=O)Nc2sccc2C#N)nnc1-c1ccccc1 | -9% | 1% | -30% | 17% | -8% | 1% | -7 | 3% | -19%
O=C(CNc1ccccc1Cl)Nc1cc(S(=O)(=O)N2CCOCC2)ccc1Cl | -4% | -4% | 14% | -15% | -4% | 6% | -11 | -2% | 35%
COc1ccc(CN2CC[C@H]3C=CC[C@@H](C(=O)Nc4ccc(Cl)cc4Cl)[C@H]3C2=O)cc1OC | -1% | -3% | . | . | . | . | . | -7% | 27%
COc1cc(NC(=O)c2ccnnc2)cc(C(=O)Nc2cccc(C(F)(F)F)c2)c1 | 4%[57.1 µM] | 0% | -20% | -26% | 1% | -2% | -1 | -4% | 6%[57.1 µM]
COc1cc(/C=C/C(=O)Nc2ccncc2)cc(OC)c1OC | 27% | -2% | 17% | -8% | -5% | 3% | -3 | -3% | -27%
O=C(CSc1nnc(Nc2ccccc2)s1)Nc1cccc(S(=O)(=O)N2CCCCC2)c1 | -9% | 2% | 1% | -24% | 0% | 7% | -6 | 1% | -3%
CCc1ccc(NC(=O)CSc2nnc(CNC(=O)c3cccs3)o2)cc1 | -1% | -1% | -29% | -14% | -8% | 0% | -1 | -2% | 27%
Cc1nc(C)c(-c2ccc(SCC(=O)Nc3ccc(C)c(F)c3)nn2)s1 | -2%[57.1 µM] | -5% | 5% | -10% | -8% | -11% | -4 | 1% | 20%[57.1 µM]
COc1ccccc1-n1nc(C(=O)Nc2ccc3c(c2)OCO3)c2ccccc2c1=O | 6%[57.1 µM] | 0% | -15% | 5% | 0% | 0% | 2 | 0% | -5%[57.1 µM]
Cc1nn(-c2ccccc2)c(Cl)c1C(=O)OCC(=O)N(C)c1c(N)n(Cc2ccccc2)c(=O)[nH]c1=O | -3% | -3% | -6% | -14% | 7% | 6% | -1 | -3% | -11%
Cc1c(Cl)c([N+](=O)[O-])nn1CCCC(=O)Nc1c(Cl)cccc1Cl | -9% | -4% | -3% | -4% | -2% | 6% | 0 | -6% | -12%
CC(C)NC(=O)CSc1nnc(-c2ccc(F)cc2)c2ccccc12 | -6% | 0% | 23% | -9% | 0% | -1% | -6 | -15% | 22%
CN1C(=O)c2ccccc2C(O)c2ccccc21 (stereo not given) | 1% | -6% | -21% | -10% | 7% | 11% | -2 | 0% | 13%
CC(=O)c1sc(NC(=O)c2ccccc2C)nc1C | 4%[57.1 µM] | -1% | -2% | -19% | 1% | -11% | -9 | -6% | 11%[57.1 µM]
C[C@@H]1CN([C@@H](C)CO)C(=O)CCCn2nncc2CO[C@H]1CN(C)Cc1ccncc1 | . | -5% | . | -13% | -4% | -1% | -15 | 0% | .
CCc1ccc(NC(=O)CSc2nnc(-c3nonc3NC(C)=O)n2-c2ccccc2)cc1 | 1% | -2% | -31% | -17% | 2% | 4% | -3 | 2% | 27%
Cc1ccc(CNC(=O)c2cc3c(s2)-c2ccc(Cl)cc2SC3)cc1 | 17% | 1% | -12% | ? | 0% | 13% | -15 | -2% | 18%
COCCNC(=O)c1nn2cccnc2c1Cl | 1% | -8% | 0% | -1% | 0% | 1% | -9 | -3% | 4%
C/C(=N\NC(=O)COc1ccc(C(C)(C)C)cc1)c1ccccc1 | 6%[57.1 µM] | ? | 2% | -18% | -24% | 0% | -2 | -6% | 20%[57.1 µM]
CC(NC(=O)Nc1ccccc1F)C(C)(C)C (stereo not given) | 1% | -4% | -8% | -22% | 2% | -1% | -5 | -3% | 19%
